Lipid droplet: inhibitors of hepatocyte lipid droplet formation, primary screen, imaging, high-throughput imaging, BODIPY stain | AML12 mouse hepatocytes, oleate lipid droplets | inhibition, % at 6.5 µM | hit rate 0.4% among 240,000;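 active means lipid droplet intensity inhibited by at least 50%, with more than 500 cells counted; inconclusive means wells with under 300 cells, treated as cytotoxic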
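Test system: AML12 mouse liver cells; schedule: overnight exposure; technique: high-content imaging of BODIPY-stained droplets and DAPI nuclei; read-out: % inhibition of corrected integrated BODIPY droplet signal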
MT stabilizer: microtubule stabilizers in HeLa cells, primary screen, imaging, high-content imaging; HeLa tubulin immunostaining HCS, 24 h; share of cells brighter than vehicle mean+2SD; % tubulin-high responders, % at 10 µM; hit rate 0.83% among 200,000; AID 2205, 2009;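 active means plate Z-score above 3 for both tubulin-high and condensed-nucleus cell shares, with cell loss under 80%, at 10 µM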;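 further: anti alpha tubulin signal scored within the nucleus-defined area of each cell; some results filed as inactive read as strong as hits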
WT yeast gro inh: growth inhibition of WT strain, primary screen, mitochondrial fusion inhibitor project, WT and mutant strains, chemical genetic; inhibition, % at 10 µM; mitochondrial fusion phenotypic screen; hit rate 2.1% among 190,000; AID 1362, 2008; in the data active means inhibition above about 58%; tested in S. cerevisiae
West Nile antiviral: West Nile virus antiviral activity, cell-based, CPE readout (AID 1621). hit rate 0.02% among 290,000. CPE inhibition, % at 10 µM; hits with a dose series show IC50 in µM. West Nile virus-infected cells, CPE inhibition; higher % means a stronger effect; in the data active means a potency from the dose series; inconclusive means CPE inhibition mostly from about 3.7% at the one dose, without a potency; inactive means the rest, 99 in 100 with CPE inhibition below about 2.2%; further: strong numbers were not always called active
Myeloid diff MLP: induction of myeloid progenitor differentiation, primary screen, cell-based, flow cytometry, MLPCN library; ER-HoxA9 myeloid progenitors, lysozyme-GFP differentiation; calls only at 10 µM; hit rate 1% among 360,000;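 active means normalized GFP-positive differentiation at or above the plate's own cutoff, the solvent-only control mean plus 3 SD; inconclusive means no clear call, values can overlap the other calls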;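 further: cells exposed to compound for four days before flow analysis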
Ins promoter up: insulin promoter activators in MIN6 cells, imaging, high-content screening, mouse beta cells. AID 1625, 2009. z-score at 5 µM. hit rate 0.3% among 190,000. MIN6 insulin promoter-GFP reporter; active compounds read high;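 active means z-score above 3 at 5 µM with at least 500 cells counted in the well; inconclusive means wells under 500 cells, flagged as cytotoxic or low count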
b-catenin transl: modulators of beta-catenin nuclear translocation, primary screen, imaging, HeLa cells, immunofluorescence, high-content; nuclear translocation activity, % at 5 µM; hit rate 0.3% among 190,000;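 active means nuclear translocation activity above 50% at 5 µM, with a well cell count of 50 or more; inconclusive means wells under 50 cells across six images, flagged as toxic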;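 further: per-cell ratio of nuclear to cytoplasmic median beta-catenin stain intensity; plate controls were DMSO negative control for no effect and GSK-3 inhibitor IX positive control for full effect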
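Test system: human HeLa cells, endogenous beta-catenin. Times: 24 h compound exposure, 37°C. Measured by: beta-catenin immunofluorescence imaging with DAPI.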
Autophagy mod: autophagy modulators in MEF cells, primary screen, imaging, high-content, MEF GFP-LC3; MEF GFP-LC3 puncta imaging; test concentration mostly 10 µM; AID 463193, 2010; calls only at 10 µM (by protocol); hit rate 0.98% among 190,000;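 active means percentage of spot-positive cells more than 3 SD above its plate mean, without a fluorescence outlier flag or 80% toxicity; inconclusive means no clear call, values can overlap the other calls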;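 further: spot-positive cell cutoff set from DMSO-treated cells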
T cell HTS: modulators of CD8 T cell-vesicle binding, primary screen, mouse 2C CD8+ T cells, flow cytometry; calls only at 7 µM; hit rate 0.068% among 330,000; 2C CD8+ T cell-vesicle binding; active compounds read low;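 active means response, share of CD8 T cells binding vesicles, and their 90th percentile fluorescence all below set limits, cut at about 80% in these data, passing the limit was not always enough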
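material = purified 2C TCR transgenic mouse naive CD8+ T cells | controls = Unloaded micro-vesicles (low), QL9 vesicles with 0.7% DMSO (high) | detection = cytometric PE anti-B7-1 and Alexa647 anti-CD8 signals after 1% paraformaldehyde fixation | incubation = binding step 1.5 h, 37 °C, antibody labelling 20 min, ice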
WT yeast gro inh mutant strain: second read-out of WT yeast gro inh, no call of its own (marks repeat the call); inhibition, %; mitochondrial fusion phenotypic screen, mutant strain inhibition
Ins promoter up cell count: further read-out of Ins promoter up, marked with its call; cell count; measured here: cytotoxicity, nuclei count;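 total cells summed across four imaged fields per well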
Lipid droplet cells 6.5 µM: recorded beside Lipid droplet, whose call it bears; cell count; measured here: cell count, cytotoxicity flag;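 cells counted across two imaged fields per well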
b-catenin transl cell count 5 µM: recorded beside b-catenin transl, whose call it bears; cell count; measured here: cell count, cytotoxicity flag
T cell HTS vesicle-bound %: also measured in T cell HTS; calls as there; double positive events, %; measured here: CD8+ vesicle-bound cell fraction;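 binding gate set so that unloaded-vesicle control wells show 10% double positive cells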
MT stabilizer Hoechst-high %: also measured in MT stabilizer; calls as there; % Hoechst-high responders; measured here: nuclear condensation Hoechst responders;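 share of cells brighter than vehicle mean plus two SD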
MT stabilizer cytotoxicity %: second read-out of MT stabilizer, no call of its own (marks repeat the call); toxicity, %; measured here: cytotoxicity by cell density;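 0% = mean cell density of plate MIN control wells and 100% = no cells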
Autophagy mod cell loss 18 h: recorded beside Autophagy mod, whose call it bears; toxicity, %; measured here: cell loss, nuclei count;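 cell loss after 18 h compound exposure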
Myeloid diff MLP GFP+ MAC1+ %: also measured in Myeloid diff MLP; calls as there; GFP+ MAC1+ double positive, %; measured here: differentiation confirmed by MAC1 staining
Numbers without * were called inactive; i = inactive; ? = inconclusive; . = not tested or not shown; + = active, no number. Hits appear at their usual frequency; any-hit rate near 3.9%.

SMILES	Lipid droplet	Lipid droplet cells 6.5 µM	MT stabilizer	MT stabilizer Hoechst-high %	MT stabilizer cytotoxicity %	WT yeast gro inh	WT yeast gro inh mutant strain	West Nile antiviral	Myeloid diff MLP	Myeloid diff MLP GFP+ MAC1+ %	Ins promoter up	Ins promoter up cell count	b-catenin transl	b-catenin transl cell count 5 µM	Autophagy mod	Autophagy mod cell loss 18 h	T cell HTS	T cell HTS vesicle-bound %
CCOC(=O)Cc1c(C)nc2c(-c3ccccc3)c[nH]n2c1=O	12.6	649	18.7*	8.3*	61.5*	6.8	-6.3	.	i	0.8	-0.02	1737	-1.1	1034	i	1.7	i	41.9
CN(C(=O)C1CCOC1)c1nnc(C2CCOC2)s1 (stereo not drawn)	.	.	6.1	2.2	11.8	-0.6	-0.9	0.1%	i	0.8	-0.43	1485	-6.9	1033	i	15.3	i	58.4
COC(=O)NCc1ccc2c(c1)OCO2	7.9	771	1.9	1.3	7.3	-14.6	-26.8	0.6%	i	1.8	0.44	780	1.3	1020	i	1.4	i	15.2
O=C1COc2ccc(C(=O)CCl)cc2N1	-22.0	705	.	.	.	.	.	0.1%	i	0.5	-0.12	1301	0.6	1315	.	.	i	34.9
CN(CCc1ccccn1)S(=O)(=O)c1ccccc1F	.	.	3.4	3.1	11.3	.	.	0.9%	?	.	0.54	1165	-0.3	1116	i	-30.3	i	33.3
COc1ccc(NC(=O)COc2cccc3c2CCN(Cc2cccnc2)C3=O)cc1	-19.6	688	.	.	.	.	.	-0.6%	i	0.7	.	.	.	.	.	.	i	10.6
CCOc1cc(N2CCOCC2)c(OCC)cc1NC(=S)NCCCOC	-4.4	714	1.2	2.3	4.5	-10.7	6.0	0.0%	i	0.4	-0.77	1204	1.0	1053	i	33.6	i	43.8
Cc1ccc(CN(CC(=O)NCc2ccc3c(c2)OCO3)C(=O)c2csnn2)cc1	-2.2	761	.	.	.	.	.	-0.1%	+	9.7*	.	.	.	.	.	.	i	45.9
CSc1nc(Cl)c(Cc2ccc(OCC(C)C)cc2)c(N2CCOCC2)n1	2.0	786	3.6	2.2	4.7	36.7	-1.9	-1.2%	i	0.5	-0.24	1236	4.8	1101	i	0.6	i	60.4
CC1CCc2sc(C(=O)OCC(=O)NCc3ccc(F)cc3)cc2C1 (stereo not drawn)	-4.2	640	7.6	8.5	1.8	5.7	-3.8	-0.5%	?	.	1.68	1580	119.1*	208*	i	-4.7	i	47.1
O=C(NC1CCCCCC1)C1CCN(C(=O)c2cccc(Cl)c2)CC1	-5.2	623	.	.	.	.	.	0.7%	i	2.7	.	.	.	.	.	.	i	14.2
CN1CCN(S(=O)(=O)c2ccc(NC(=O)c3ccco3)cc2)CC1	24.2	790	3.4	1.1	40.8	15.6	10.3	0.0%	i	0.7	0.15	1296	-2.7	1243	i	-1.3	i	33.6
COc1cc(NC(=O)COc2cccc(C)c2C)ccc1NC(=O)c1ccco1	2.0	719	.	.	.	.	.	0.4%	i	0.2	.	.	.	.	.	.	i	11.0
CCOC(=O)C1CCC(CN(Cc2ccccc2C)S(=O)(=O)c2ccc([N+](=O)[O-])cc2)CC1 (stereo not drawn)	.	.	3.7	2.1	11.4	74.1*	29.1*	-0.3%	+	0.5*	-0.26	1195	-2.3	578	i	8.3	i	31.6
CCCCCOC(=O)Cn1c(SCC(=O)Nc2ccccc2)nc2c1c(=O)[nH]c(=O)n2C	.	.	5.3	3.8	7.1	-16.9	-10.2	0.1%	i	0.6	-0.96	1246	-1.1	1018	i	-3.9	i	17.1
C=CCNc1nc(-c2sc(NC(C)=O)nc2C)cs1	-3.2	774	0.7	1.0	7.6	0.3	-3.9	0.5%	i	0.3	-0.87	798	-2.9	1158	i	-0.8	i	50.8
CC(C)C(=O)N1CCC2(CC1)Oc1ccc(Cl)cc1C(=O)C21CC(c2ccccc2)=NO1 (stereo not drawn)	.	.	.	.	.	.	.	-0.5%	i	1.5	-1.4	1118	-1.1	1244	.	.	i	29.3
CC1CN(C(=O)CCC(=O)NCc2ccccc2)c2ccccc2O1 (stereo not drawn)	-1.0	697	.	.	.	.	.	-0.2%	i	1.8	.	.	.	.	.	.	i	32.1
CCN(CC)CCNC(=S)NC(=O)c1cn(-c2ccccc2)nc1-c1ccc(OC)cc1	-8.1	733	1.1	2.5	7.0	15.6	23.9	-0.2%	i	0.4	-1.43	1130	-1.7	1059	i	8.1	i	6.9
COc1ccc(CNCC(=O)Nc2cccc(S(N)(=O)=O)c2)cc1	-7.6	668	4.3	3.1	7.1	-30.9	3.3	-0.2%	i	0.0	0.2	1356	0.5	1498	i	-0.5	i	55.4

Some entries already given with just West Nile antiviral and Ins promoter up:
SMILES	West Nile antiviral	Ins promoter up
CN(C(=O)C1CCOC1)c1nnc(C2CCOC2)s1 (stereo not drawn)	0.1%	-0.43
COC(=O)NCc1ccc2c(c1)OCO2	0.6%	0.44

(further entries)
SMILES	Lipid droplet	Lipid droplet cells 6.5 µM	MT stabilizer	MT stabilizer Hoechst-high %	MT stabilizer cytotoxicity %	WT yeast gro inh	WT yeast gro inh mutant strain	West Nile antiviral	Myeloid diff MLP	Myeloid diff MLP GFP+ MAC1+ %	Ins promoter up	Ins promoter up cell count	b-catenin transl	b-catenin transl cell count 5 µM	Autophagy mod	Autophagy mod cell loss 18 h	T cell HTS	T cell HTS vesicle-bound %
CCOc1ccc(NC(=O)N2CCC(NC(=O)C(Cc3cccc(F)c3)NC(C)=O)CC2)cc1 (stereo not drawn)	-11.6	808	.	.	.	.	.	-0.2%	i	1.7	.	.	.	.	.	.	i	40.5
Fc1ccc(Br)cc1C1C=C(c2ccc(Br)cc2)Nc2ncnn21 (stereo not drawn)	3.8	793	48.9*	15.2*	52.6*	52.8	33.5	0.9%	i	0.3	.	.	-11.2	1131	i	27.6	i	49.2
CS(=O)(=O)N1CCc2cc(-c3csc(NCC4CCCO4)n3)ccc21 (stereo not drawn)	.	.	5.5	2.3	6.9	6.1	-19.2	-0.7%	i	0.9	.	.	.	.	i	-2.0	i	6.0
NS(=O)(=O)c1ccc(NC(=O)CN2C(=O)c3ccccc3C2=O)cc1	13.7	714	.	.	.	.	.	0.2%	i	0.2	-0.36	1159	0.2	1370	.	.	i	40.6
CN(CC12CC3CC(CC(C3)C1)C2)C(=O)c1ccco1	-10.2	671	.	.	.	.	.	-0.2%	i	0.6	.	.	.	.	.	.	i	12.0
O=C(Nc1ccc2oc(-c3ccncc3)nc2c1)c1ccc(F)cc1	-2.6	651	1.7	0.9	5.9	-4.6	0.5	-0.2%	i	0.5	-1.39	1078	0.2	1089	i	0.2	i	41.9
CCCCNC(=O)N(O)C1N(/N=C/c2cccnc2)C(=S)SC1(C)C (stereo not drawn)	-0.5	730	.	.	.	.	.	0.7%	i	0.4	0.18	1135	2.2	1337	.	.	i	2.6
CCN(CC)S(=O)(=O)c1cc(C(=O)Nc2ccc(Cl)cn2)ccc1C	-5.2	748	2.7	2.3	11.9	8.1	-3.0	0.3%	i	0.3	1.14	750	6.4	1071	i	-7.4	i	54.1
CC(Oc1ccc(-c2ccccc2)c(F)c1)c1ccn(S(=O)(=O)c2ccc(F)cc2)n1 (stereo not drawn)	-34.3	730	2.1	1.4	3.4	27.1	4.2	-1.0%	i	1.2	-2.49	525	-1.5	1168	i	-2.1	i	17.7
CCCCCCNC(=O)CCCCCNS(=O)(=O)c1ccc(OC)cc1	-19.9	735	2.9	3.4	13.1	5.1	-13.2	0.5%	i	0.4	-0.44	1323	-1.6	574	i	2.6	i	5.5
COc1cccc(NC(=O)c2sc3nc4n(c(=O)c3c2C)CCC4)c1	-9.1	728	.	.	.	.	.	0.6%	?	.	.	.	.	.	.	.	i	50.0
Cc1ccc(C(=O)NC2CCc3ccccc3C2=O)cc1 (stereo not drawn)	-5.6	698	3.1	2.2	8.1	-1.2	6.5	0.5%	i	0.2	-0.66	1438	-1.0	1167	i	36.2	i	53.4
CCOC(=O)c1ccc(NC(=O)CSc2n[nH]c(-c3ccncc3)n2)cc1	-25.9	656	2.1	2.2	8.1	20.2	-0.6	0.1%	i	0.6	.	.	0.9	1118	i	-1.8	i	20.2
O=C(N1CCOCC1)N1CCC(NC(=O)C23CC4CC(CC(C4)C2)C3)CC1	16.2	754	3.1	2.1	5.9	-10.8	-10.1	-0.1%	i	0.8	0.02	1160	-1.0	1184	i	-7.9	i	29.3
COc1ccc(/C=C/C(=O)NC(C)CCc2ccccc2)cc1OC (stereo not drawn)	9.8	731	0.7	0.5	2.6	-6.9	-20.2	-1.5%	i	0.2	0.43	1391	0.4	1503	i	-1.3	i	37.0
O=C1CSC(c2cccnc2)N1c1ccc(F)cc1 (stereo not drawn)	-7.0	743	2.7	1.7	8.0	-0.5	-2.4	0.3%	i	0.9	-1.52	836	-4.7	1257	i	3.5	i	13.6
COc1cc(S(=O)(=O)NCc2ccccn2)c(OC)cc1Cl	-15.8	750	5.3	2.4	6.2	-21.1	-2.4	-0.2%	i	0.6	0.55	1149	-3.9	1264	i	-3.4	i	14.8
Cc1cccc(S(=O)(=O)N(CC(=O)Nc2ccccc2C)Cc2ccco2)c1	-6.8	772	1.9	2.1	14.9	.	.	0.2%	i	0.8	.	.	.	.	i	-1.2	i	17.1
